# APE1 inh: inhibitors of human APE1 endonuclease | P27695 | recombinant APE1, TAMRA/BHQ-2 abasic DNA cleavage fluorescence | Potency, µM (highest dose often 65.8 µM), without a hit: at the highest dose activity change, negative = inhibition, most hits filed as inhibitors | hit rate 0.35% among 350,000 | AID 2517;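 also: potency is read from the fitted curve at half-maximal effect; plate controls were vehicle for no effect and reference inhibitor for full effect; nearly all actives have a fitted effect of over 55% in size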
#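 APE1 at 0.75 nM final was preincubated with compound 15 min at room temperature, then 50 nM double-stranded THF abasic-site substrate (5'-TAMRA/3'-BHQ-2) was added. Fluorescence (ex 525/em 598 nm) was read kinetically; third-minus-first read gave activity.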
# Pol beta inh: inhibitors of human DNA polymerase beta; P06746; Pol beta primer extension/strand displacement, fluorescence kinetic; Potency, µM (doses to about 114 µM), inactives show top-dose activity change, negative = inhibition, usual class: inhibitors; hit rate 1.3% among 340,000; also: potency is read from the fitted curve at half-maximal effect; % is scaled to controls: 0 for no effect and ±100 for the full control effect
#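 Preincubation: enzyme (10 nM) with compound, 15 min, RT. Reaction: substrate added to 50 nM final. Reads: 0 and 10 min. Analysis: normalized, Hill fit.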
# POLI inh: DNA polymerase iota (human) inhibition. Pol iota fluorescent replication assay, 10 min. Potency, µM (titrated, usually from 115 µM), without a hit: at the top dose activity, negative = inhibition, usual class: inhibitors. hit rate 1% among 390,000. Q9UNA4; also: potency is read from the fitted curve at half-maximal effect
#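 Fluorescent replication assay read twice, at 0 min and 10 min after adding 50 nM (final) substrate. Enzyme (10 nM) and compounds were first incubated 15 min at room temperature; enzyme-free buffer wells were negative controls.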
# POLH inh: inhibitors of human DNA polymerase eta; Q9Y253; recombinant Pol eta, fluorescent DNA replication assay; Potency, µM (highest dose often 114 µM), inactives show at the highest dose activity change, negative = inhibition, most hits filed as inhibitors; hit rate 1.2% among 390,000; AID 588591; also: potency is read from the fitted curve at half-maximal effect; % is scaled to controls: 0 for no effect and ±100 for the full control effect
#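 Pol eta at 10 nM preincubated with compounds 15 min at room temperature; reaction started with fluorescent substrate (50 nM final) and read kinetically at 0 and 10 min.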
# POLK inh: blocks human DNA polymerase kappa activity. hit rate 0.53% among 400,000. purified Pol kappa, fluorescent DNA synthesis assay, 10 min. Q9UBT6. Potency, µM (titrated, usually from 107 µM), inactives show at the highest dose activity, negative = inhibition, most hits filed as inhibitors; also: potency is read from the fitted curve at half-maximal effect; % is scaled to controls: 0 for no effect and ±100 for the full control effect
#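 10 nM Pol kappa was preincubated with compounds for 15 min at room temperature. Reaction started with 50 nM (final) substrate. Fluorescence read kinetically at 0 and 10 min.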
# GRP78 ERSR act: induces the endoplasmic reticulum stress response in human glioma cells | U87-MG GRP78 promoter luciferase reporter, 16 h | Potency, µM, without a hit: at the top dose activation, usual class: activators | hit rate 0.02% among 420,000; also: potency is read from the fitted curve at half-maximal effect; series mostly up to about 76 µM; % of control where 0% means no effect; nearly all actives have a fitted effect of over 35% in size
#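 Stably transfected U87-MG glioma cells carrying a GRP78-based luciferase sensor; 16 h compound incubation. Luminescence end-point read 10 min after Bright-Glo addition at room temperature.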
# BLM helicase inh: blocks DNA unwinding by human BLM helicase | recombinant BLM DNA unwinding, fluorescence dequenching | Potency, µM (top dose mostly 56.1 µM), for inactives: top-dose activity change, negative = inhibition, hits mostly inhibitors | hit rate 0.2% among 350,000;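 also: potency is read from the fitted curve at half-maximal effect; plate controls were vehicle for no effect and no enzyme for full effect; nearly all actives have a fitted effect of over 35% in size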
# Anesthetic bind: candidate novel general anesthetic via apoferritin binding. P02791. apoferritin/1-aminoanthracene competitive binding, fluorescence. Potency, µM (top dose mostly 77.5 µM), for inactives: top-dose activity change, negative = displacement, most hits filed as inhibitors. hit rate 0.074% among 350,000; also: potency is read from the fitted curve at half-maximal effect; % is scaled to controls: 0 for no effect and ±100 for the full control effect; nearly all actives have a fitted effect of over 20% in size
#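 Apoferritin-based anesthetic binding model; compound displacement of fluorescent 1-AMA measured as endpoint fluorescence after 10 minutes at room temperature, scaled to free-ligand and complex controls.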
# LDHA block: LDHA (human) enzyme inhibition | activity change, % (values are at about 110 or 230 µM) | P00338 | purified LDHA, NADH/diaphorase-resazurin fluorescence; hits give low values | hit rate 0.15% among 480,000; in the data active = activity change below about -30%; inconclusive = mostly about -25% to -30%;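 also: plate controls were DMSO wells for no effect and wells without enzyme for full effect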
#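 Human LDH5 (2 nM) was incubated with 0.06 mM NADH and 0.2 mM pyruvate for 5 min at room temperature in Tris pH 7.4. Remaining NADH was coupled through diaphorase/resazurin, and resorufin fluorescence was read at 0 and 20 min.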
# Starred values were filed as active, the others as inactive; ? = inconclusive; / = not tested or not shown; & = joins results of further samples; [ ] = dose if it differs, or a comment. Unless noted, calls follow the shape of the dose curve; as a rule, active = well fitted curve in the direction sought with a large enough effect; inconclusive = small, poorly fitted or top-dose-only effect, or another doubt; inactive = no such curve, though single readings can be large; an effect the other way counts as inactive or inconclusive. Some of the compounds tested; the hit share may differ from the screen's.
SMILES,APE1 inh,Pol beta inh,POLI inh,POLH inh,POLK inh,GRP78 ERSR act,BLM helicase inh,Anesthetic bind,LDHA block
O=c1[nH]c(=S)n(CCC2=CCCCC2)c(O)c1C=NCc1cccnc1,5%,24%,/,/,/,/,1%,-8%,/
COc1ccccc1-n1c(-c2ccccc2F)nc2ccccc2c1=O,/,/,18%,-23%,-5%,-3%,/,/,-5
COc1ccc(CC2C(=O)NC(=O)N(c3ccccc3)C2=O)c(OC)c1 (stereo not drawn),1%,7%,?,12%,-3%,0%,-4%,-20%,10
Cc1cc(OCc2nn[nH]n2)c2c3c(c(=O)oc2c1)CCC3,-3%,18%,37%[activator],-16%,-3%,-1%,-5%,-9%,-1
Cc1ccc(OCC(=O)N2CCN(C3CCC(c4ccccc4)CC3)CC2)cc1 (stereo not drawn),5%,-3%,77%[activator],-8%,-17%,-4%,-4%,-8%,-6
CC(=O)c1c(C)n(CCCOC(C)C)c2ccc(O)cc12,-2%,42%,-3%,-1%,-8%,2%,-1%,-6%,6
COCCN(CCOC)C(=O)CCn1c(=O)oc2ccccc21,19%,?,?,2%,-10%,-2%,6%,0%,-21
Cc1c(C)c2c(OCC(=O)N[C@@H](C)C(=O)O)cc3c(c2oc1=O)CCC(C)(C)O3,21%,3%,48%[activator],3%,3%,-3%,0%,4%,-2
COC(=O)C1=C(c2ccc(F)cc2OCc2ccccc2)C[C@@H]2CC[C@H]1N2C(=O)N1CCCC1,7%,/,2%,-11%,-3%,-2%,/,/,2
O=C(CCC(=O)N1CC2C[C@@H](C1)Cn1c2cccc1=O)NCCc1ccccc1,31%,30%,31%[activator],-21%,1%,-3%,1%,-6%,-7
CNC(=S)NC1CC2CCCC(C1)N2CC(C)C (stereo not drawn),22%,18%,2%,-7%,-9%,7%,-1%,-9%,-15
O=C(COC(=O)c1ccc(O)cc1)Nc1ccc(Cl)cc1C(=O)c1ccccc1,-1%,?,44%[activator],-22%,-2%,-5%,-8%,-20%,-1
C[C@@H]1CC[C@@]2(NC1)O[C@H]1C[C@H]3[C@@H]4CC=C5C[C@@H](O)CC[C@]5(C)[C@H]4CC[C@]3(C)[C@H]1[C@@H]2C,64%[activator],4%,6%,2%,-11%,0%,-2%,-3%,-10
CCOC(=O)c1ccccc1NC(=O)c1c(O)[nH]c(=S)[nH]c1=O,/,/,30%,-7%,7%,-1%,/,/,1
O=Cc1c(C(=O)O)n(Cc2ccc(F)cc2Cl)c2ccccc12,2%,34%,-2%,-10%,5%,2%,-2%,-2%,2
CCCNC(=O)N1[C@H]2CC[C@@H]1C(C(=O)OC)=C(c1cc3ccccc3o1)C2,/,/,55%[activator],-13%,9%,-6%,/,/,-1
COC(=O)C1=C(c2ccc(F)cc2OCc2ccccc2)C[C@@H]2CC[C@H]1N2C(=O)NCCO,-13%,/,10%,-6%,4%,-5%,/,/,-3
COc1ccc(N2C(=O)CS(=O)C(c3ccccc3)C2=O)cc1 (stereo not drawn),-2%,0%,?,-17%,6%,3%,-7%,-21%,0
COC(=O)C1=C(c2ccc(OC(F)(F)F)cc2)C[C@@H]2CC[C@H]1N2C(=O)N1CCCCC1,-14%,/,?,-25%,-20%,-4%,/,/,2
O=C1NC(=O)C(=Cc2ccc3c(c2)OCO3)C(=O)N1,-1%,1%,/,/,/,/,-1%,-9%,/
COC(=O)C1=C(c2ccccc2)C[C@@H]2CC[C@H]1N2C(=O)NCc1ccc(C(F)(F)F)cc1,/,/,37%[activator],-23%,0%,2%,/,/,2
CNc1ccc2oc(C[C@H]3O[C@]4(CC[C@H]3C)O[C@H]([C@H](C)C(=O)c3ccc[nH]3)[C@H](C)C[C@H]4C)nc2c1C(=O)O,?,/,/,/,-14%[19.4 µM],?,0%,/,/
CC1CCC(C(C)C)C(OC(=O)c2ccccc2N)C1 (stereo not drawn),0%,/,/,/,-10%[60.1 µM],-8%,-7%,-12%,/
O=[N+]([O-])c1ccc(F)c([N+](=O)[O-])c1,6%,/,/,/,5%[19.4 µM],-5%,-1%,/,/
CC(O)(CS(=O)(=O)c1cccc(C(F)(F)F)c1)C(=O)Nc1ccc(C(F)(F)F)cc1 (stereo not drawn),17%,32%,2%,-22%,-10%,5%,-10%,-20%,-6

# Results in APE1 inh, POLH inh and POLK inh (two entries from above):
SMILES	APE1 inh	POLH inh	POLK inh
COC(=O)C1=C(c2ccc(F)cc2OCc2ccccc2)C[C@@H]2CC[C@H]1N2C(=O)NCCO	-13%	-6%	4%
COC(=O)C1=C(c2ccc(F)cc2OCc2ccccc2)C[C@@H]2CC[C@H]1N2C(=O)N1CCCC1	7%	-11%	-3%

# Further results follow.
SMILES,APE1 inh,Pol beta inh,POLI inh,POLH inh,POLK inh,GRP78 ERSR act,BLM helicase inh,Anesthetic bind,LDHA block
N#CC(C#N)=NNc1ccc(S(N)(=O)=O)cc1,?,-6%,20µM*,13µM*,45µM*,-4%,-16%,2%,-45*
COCCCn1c(N)c(C(=O)NCCC(C)C)c2nc3ccccc3nc21,16%,5%,4.5µM*,-12%,-28%,0%,?,158%[activator],33
CC(C)C[C@H](NC(=O)[C@H](Cc1ccccc1)NC(=O)CNC(=O)[C@H](CS)N(C(=O)[C@@H](N)Cc1ccc(O)cc1)C(C)(C)C)C(=O)N([C@H](C(=O)O)[C@H](C)O)C(C)(C)C,4%,/,/,/,-1%[19.4 µM],?,/,5%,/
CCN(CCO)c1ccc(N=Cc2c(O)n(C)c(=S)[nH]c2=O)cc1,?,?,?,-14%,?,2%,0%,-9%,39
c1ccc(N2CC3(CCNCC3)C2)cc1,-2%,/,/,/,-2%[60.1 µM],-2%,4%,/,/
O=C(Oc1ccccc1)N1CCC[C@@]2(CCN(Cc3cc(C(F)(F)F)cc(C(F)(F)F)c3)C2)C1,-3%,/,/,/,-17%[60.1 µM],-4%,-5%,/,/
Cc1ccc(/C=C2/C(=O)NC(=O)N(CCc3ccc(F)cc3)C2=O)s1,-2%,39%,5%,2%,2%,0%,-2%,-9%,-1
C=C1[C@@H]2CC[C@H]3[C@@]4(C)C[C@@H](O[C@@H]5O[C@H](CO)[C@H](OS(=O)(=O)O)[C@@H](OS(=O)(=O)O)[C@@H]5OC(=O)CC(C)C)C[C@@H](C(=O)O)[C@H]4CC[C@@]3(C2)[C@H]1O,14%[21 µM],/,/,/,-5%[12 µM],-4%,5%[21.4 µM],9%[29.3 µM],/
O=C(O)CCCc1ccc(N(CCCl)CCCl)cc1,2%,4%,-8%,-5%,0%[60.1 µM],-1%&1%&-5%&-2%,-12%,2%,-1&5
CCN1CCN(c2ccc(NC(=O)C(C)C)cc2Cl)CC1,-5%,-5%,1%,-14%,0%,2%,0%,?,-10
Cc1ccsc1C(=O)C1CCCN(Cc2cc3ccccc3o2)C1 (stereo not drawn),9%,33%,10%,-4%,-8%,-4%,-10%,?,-17
Cc1oc2ccc(OC(=O)N(C)C)cc2c1C(=O)OC(C)C,-6%,-12%,-4%,-7%,-17%,0%,-3%,-11%,-4
Cc1cccc(CN2C(=O)CN=C(c3ccccc3)c3ccccc32)c1,/,-1%,-8%,-13%,-12%[60.1 µM],-6%,-2%,5%,-6
CCOP(=S)(OCC)c1ccc(N(C)C)cc1,10%,9%,-15%[58.9 µM],-10%,-6%,3%,-2%,3%,7
CCC(C)/C=C(C)/C=C/C1=CC2=C(Cl)C(=O)C(C)(OC(C)=O)C(=O)C2=CO1 (stereo not drawn),-4%,-3%,?,-16%,7%,0%,-5%,-4%,6
CC(C)=CCCC(C)CN(C)CCc1ccccn1 (stereo not drawn),0%,0%,23%,7%,-10%,-4%,-3%,-12%,-12
CCCCn1c(O)c(/C=C2\C=Nc3ccccc32)c(=O)[nH]c1=O,20%,-2%,?,-5%,-6%,0%,-2%,-5%,2
CNCC(O)c1cccc(OC(=O)c2ccccc2C)c1 (stereo not drawn),-1%,9%,5%,-7%,-7%,-1%,5%,-15%,2
COc1ccccc1C(=O)C1CCCN(Cc2cnc(C)s2)C1 (stereo not drawn),19%,-10%,36%[activator],-22%,-3%,-6%,-6%,-8%,-4
CCN(CC)C(=O)Cn1cc(/C=C2\C(=O)NC(=O)N(c3ccccc3F)C2=O)c2ccccc21,-21%,23%,69%[activator],13%,-4%,-13%,2%,-10%,-2
CCC12CN3CCN(CC(C3)/C1=N/NC(N)=O)C2,3%,23%,64%[activator],-18%,3%,-1%,3%,-2%,-3
CN(C)C(=O)Oc1cccc([N+](C)(C)C)c1,4%,9%,24%,-21%,-12%[60.1 µM],-4%&-3%&1%&1%&-4%&-5%,0%,0%,-12&-7
O=c1cc(C2CCNCC2)[nH][nH]1,1%,3%,0.89µM*,14%,0%,-5%,-6%,-12%,1
C[C@]12CCC3C(C(=O)C[C@H]4C[C@@H](O)CC[C@]34C)C1CCC2=O (stereo partly drawn),20%,/,12%,-1%,-3%,4%,/,/,-6
CN1CCCC2(CCN(C(=O)c3ccco3)CC2)C1,18%,/,/,/,4%[60.1 µM],-5%,3%,/,/
CCC(C)n1c(=O)[nH]c(C)c(Br)c1=O (stereo not drawn),-4%,/,/,/,12%[60.1 µM],-1%,-1%,-7%,/
O=c1[nH]c(=S)n(C2CC2)c(O)c1/C=N/Nc1ccccc1,0%,3%,?,-6%,-2%,5%,4%,-18%,-1
CC12Cc3cnoc3C=C1CCC1C2CCC2(C)C1CCC2(C)O (stereo not drawn),/,/,5%,-9%,-16%,-1%,/,/,-3
CN1C2CCC1CC(OC(=O)c1cc(Cl)cc(Cl)c1)C2 (stereo not drawn),0%&2%&1%,21%[57.1 µM],12%[58.9 µM],-4%[57.1 µM],1%[60.1 µM],-6%&-4%&-4%,5%&-12%,-10%,-4
C=CCN1CC[C@]23c4c5ccc(O)c4O[C@@H]2/C(=N/N=C2\CC[C@@]4(O)C6Cc7ccc(O)c8c7[C@@]4(CCN6CC=C)[C@@H]2O8)CC[C@@]3(O)C1C5,2%,-6%[57.1 µM],-4%[58.9 µM],-1%[57.1 µM],1%[60.1 µM],-12%,/,/,/

# Assay outcomes: PubChem BioAssay, National Center for Advancing Translational Sciences (NCATS)
